SARS 3CLpro inh: SARS-CoV 3CLpro protease inhibition. P0C6X7. recombinant SARS-CoV 3CLpro, quenched FRET peptide cleavage. inhibition, % at 6 µM. 290,000 tested, 0.14% active. AID 1706; in the data active = inhibition above about 12%
MazEF act: MazEF (E. coli) toxin RNase activation | activation, % at 20 µM | FAM/BHQ RNA-DNA oligo cleavage fluorescence, 5 h | 350,000 tested, 0.32% active; in the data active = activation above about 50%
Target sequence (P0AE70 whole entry, looked up): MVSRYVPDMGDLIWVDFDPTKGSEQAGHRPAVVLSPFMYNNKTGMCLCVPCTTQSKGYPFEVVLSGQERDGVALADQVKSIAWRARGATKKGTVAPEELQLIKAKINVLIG
TcdB GH inh: TcdB glycohydrolase inhibition | TcdB glycohydrolase enzymatic assay, plate reader | inhibition, % at 9.99 µM | 350,000 tested, 0.24% active | P18177; in the data active = inhibition above about 10%
Rv3671c inh: Rv3671c (M. tuberculosis) protease inhibition. 320,000 tested, 0.048% active. AID 2606. inhibition, % at 5.96 µM; in the data active = inhibition above about 38%;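 note: extracellular domain of Rv3671c used as enzyme; 0% = enzyme with DMSO and 100% = no enzyme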
Target sequence (P9WHR9 whole entry, looked up, the tested form may be a part): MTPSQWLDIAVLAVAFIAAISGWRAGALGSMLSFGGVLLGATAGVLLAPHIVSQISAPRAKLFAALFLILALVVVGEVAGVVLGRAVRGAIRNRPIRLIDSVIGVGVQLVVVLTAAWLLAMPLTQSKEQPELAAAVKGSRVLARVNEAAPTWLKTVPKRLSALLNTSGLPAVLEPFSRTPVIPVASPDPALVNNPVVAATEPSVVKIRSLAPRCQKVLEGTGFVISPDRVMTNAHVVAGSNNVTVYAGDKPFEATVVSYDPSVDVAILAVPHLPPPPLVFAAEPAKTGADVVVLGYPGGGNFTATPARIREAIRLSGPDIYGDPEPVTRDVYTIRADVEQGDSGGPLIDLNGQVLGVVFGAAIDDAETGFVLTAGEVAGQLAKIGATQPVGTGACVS
CCHF vOTU inh: CCHFV vOTU protease inhibition; Pep-AMC fluorescence; inhibition, % at 11.5 µM; 370,000 tested, 0.55% active; AID 651958; in the data active = inhibition above about 30%; note: 0% = vehicle wells with enzyme and 100% = no enzyme wells
PrPC surface inh: reduces human prion protein on the cell surface | P04156 | inhibition, % at 13.8 µM | 370,000 tested, 0.43% active | cell surface PrPC, TR-FRET read-out; in the data active = inhibition above about 24%; note: 0% = median of the test wells and 100% = reference compound wells
BH1578 lux ind: induces V. cholerae light production without autoinducers; V. cholerae BH1578 lux reporter, luminescence, 6 h; activation, % at 18.7 µM; 350,000 tested, 0.16% active; in the data active = activation mostly above about 9.7%, no sharp cut-off; note: not every result past the cut was called active; inactives centre near 0; reference of the scale not given here
Yp Topo-I inh: Y. pestis Topo-I inhibition via cleavage products. Y. pestis Topo-I cleavage product accumulation, plate reader. activity, % at 10 µM. 360,000 tested, 0.064% active. AID 504884; in the data active = activity above about 50%, passing the limit was not always enough; note: inactives centre near 2
DUSP3 inh: blocks human VHR1 dual specificity phosphatase; inhibition, % at 13.3 µM; 290,000 tested, 0.52% active; recombinant VHR phosphatase, pNPP absorbance; AID 1654; P51452; in the data active = inhibition above about 50%; note: some compounds called inactive have numbers as strong as hits
Target sequence (P51452 whole entry, looked up): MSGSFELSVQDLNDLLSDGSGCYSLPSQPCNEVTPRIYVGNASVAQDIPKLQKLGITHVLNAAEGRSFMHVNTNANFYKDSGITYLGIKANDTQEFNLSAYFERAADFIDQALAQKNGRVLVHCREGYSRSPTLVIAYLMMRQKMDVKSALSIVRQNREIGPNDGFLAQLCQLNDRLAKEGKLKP
SSB-PriA inh: K. pneumoniae PriA-SSBct interaction inhibition; AlphaScreen SSBct-PriA binding, biotinylated peptide; inhibition, % at 33 µM; 430,000 tested, 0.6% active; in the data active = inhibition mostly above about 37%, no sharp cut-off; inactive = mostly below about 20%;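 note: plate controls were negative control peptide for no effect and reference peptide for full effect; strong numbers were not always called active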
* marks the source's active call; other numbers are inactive results; i = inactive; x = not tested or not shown; & = joins results of further samples.

SMILES	SARS 3CLpro inh	MazEF act	TcdB GH inh	Rv3671c inh	CCHF vOTU inh	PrPC surface inh	BH1578 lux ind	Yp Topo-I inh	DUSP3 inh	SSB-PriA inh
COc1ccc(N2CCN(c3nc4c(C)cccn4c(=O)c3C=C(C#N)C#N)CC2)cc1	-2	6	0.1	x	-14	9	-7.7	13	-4	-4
CCn1c(C)c(CCC(=O)O)c(=O)n2nc(-c3ccccc3OC)cc12	2	-4	x	7	-8	3	-1.0	-3	-10	5
O=C(NNC(=O)c1sccc1-n1cccc1)c1cccc(Cl)c1	-1	-3	x	2	17	-5	-0.8	-15	-2	2
COCP(=O)(c1ccccc1)c1ccccc1	2	0	x	0	-13	-1	1.1	-3	4	-4
O=C(c1ccccc1)N1CCN(S(=O)(=O)c2cccs2)CC1	0	0	1.1	8	-10	3	-0.4	10	22	-22
O=c1c(-c2ccc(Br)cc2)[n+]([O-])c2ccccc2n1OCc1ccccc1	4	-7	0.8	4	15	4	-0.6	0	8	-14
O=C(NCc1nc2ccccc2[nH]1)c1ccc(Cl)c(S(=O)(=O)N2CCCC2)c1	0	0	x	-2	-11	-2	-2.1	1	-2	9
CC1=C(C(=O)Nc2ccccc2C(=O)N2CCCCC2)SCCO1	1	-2	0.4	-4	6	3	-0.4	1	-14	-1
Cc1nc2cc(C(=O)O)ccc2n1-c1ccc(F)cc1F	-3	8	x	-4	1	-1	-0.6	-12	-20	-2
Cc1ccc(SCC(=O)NC2CCS(=O)(=O)C2)cc1C (configuration not stated)	x	11	0.5	-3	-4	7	i	-1	x	1
CC(/C=C/c1ccco1)=N/NC(=O)Cc1cccs1	6	3	x	-4	1	-4	i	3	19	x
CC(C)C[C@H]1CN=C(Nc2ccccc2)N1CCCCc1ccccc1	-4	14	-1.2	-2	2	-5	1.2	0	20	1
CCC(CO)NC(=O)c1ccc(-c2nn(C)c(=O)c3ccccc23)cc1 (configuration not stated)	1	8	x	-7	-4	-1	-0.7	-8	29	-8
CCc1ccc(NC(=O)c2sccc2-n2cccc2)cc1	-1	1	x	-3	12	-8	-0.3	2	-4	-23
O=C(CNS(=O)(=O)c1ccc(F)cc1)Nc1ccccc1	1	1	0.0	1	9	7	-0.7	4	24	10
COc1ccc(C(NC(=O)C2CCN(CCCOc3ccccc3)CC2)c2ccccn2)cc1 (configuration not stated)	x	x	1.0	x	-2	-10	-0.4	12	x	x
CCOc1ccccc1N=Cc1c(O)n(C)c(=O)n(C)c1=O	1	7	0.4	x	-12	1	i	1	-22	0
COc1ccccc1N(C(=O)c1ccco1)C(C(=O)NC1CCCC1)c1cccs1 (configuration not stated)	-3	4	0.8	-8	-1	-5	-0.1	9	46	-1
Cc1c(O)ccc(C(=O)CN2CCN(c3ccc(F)cc3)CC2)c1O	-3	13	-1.3	5	-4	3	-5.3	-2	21	-9&-5
O=Cc1cc(CCC(=O)O)ccc1O	-6	1	0.6	3	0	0	-1.3	6	-10	-9
CCC1=[N+]([O-])C(C)(/C(C)=N\O)N(O)C1(C)C (configuration not stated)	-3	1	x	0	2	6	-0.3	-4	11	x
Cc1ccc2c(c1)C(=O)CCN2	-4	2	2.0	9	-8	-3	-2.0	8	27	-14
CCc1nc2ccc(C(=O)N3CCN(S(=O)(=O)CC)CC3)cn2c1N(C)CCC(C)C	x	x	1.5	x	21	3	-0.3	21	x	x
CCc1cc(-c2n[nH]c(C)c2-c2nc3ccccc3s2)c(O)cc1OCC(=O)NN	2	18	-0.1	-4	6	-5	-0.4	-11	18	2
CCc1ccccc1NNC(=O)c1cc(C)on1	6	5	-0.4	-4	-6	-4	i	-6	-2	-2
CCCCNC(=O)c1cnc(Cc2c[nH]c3ccccc23)c(I)c1	x	x	0.2	x	2	6	-0.7	-5	x	x
Cc1cc(Cl)cc(Br)c1OCCCNCC(C)O (configuration not stated)	2	1	1.8	5	-4	2	i	0	26	-14
CC(=O)Nc1ccc(S(C)(=O)=O)c(C)c1	6	1	-1.3	-3	-5	3	-0.6	0	-4	-14
O=S(=O)(c1ccc(Cl)cc1)N1CCN(c2ncnc3sccc23)CC1	x	-2	1.6	-8	6	18	3.4	25	x	-11
Cc1nn(CC(=O)Nc2cccc(Cl)c2)c(=O)c2cc(-c3ccccc3)nn12	-6	-9	1.1	-3	11	-6	0.7	-2	31	-7
CN(Cc1ccccc1)C(=O)CC(=O)N(C)Cc1ccccc1	3	5	0.8	2	2	4	-4.0	-2	-12	1
CCc1ccccc1NC(=O)NNS(=O)(=O)c1cc(C)ccc1C	-2	-2	0.2	-6	1	-5	0.4	-2	-2	6
COc1ccc(CSc2nncn2C)cc1F	-1	0	-0.3	-3	8	-6	i	0	18	1
Cc1ccc(C2(O)CN3CCC2CC3)cc1 (configuration not stated)	0	2	0.4	2	16	5	-8.3	-4	14	-2
N/C(=N\OC(=O)Cc1ccc(Cl)cc1)c1ccncc1	-7	1	0.6	-5	-1	17	-1.4	-2	13	x
COC(=O)c1cn[nH]c1NC(=S)Nc1ccccc1C	5	3	4.2	-2	18	6	i	8	25	-6

Rewritten with bars between the fields: entries from further up.
SMILES | SARS 3CLpro inh | MazEF act | TcdB GH inh | Rv3671c inh | CCHF vOTU inh | PrPC surface inh | BH1578 lux ind | Yp Topo-I inh | DUSP3 inh | SSB-PriA inh
COc1ccc(N2CCN(c3nc4c(C)cccn4c(=O)c3C=C(C#N)C#N)CC2)cc1 | -2 | 6 | 0.1 | x | -14 | 9 | -7.7 | 13 | -4 | -4
CCn1c(C)c(CCC(=O)O)c(=O)n2nc(-c3ccccc3OC)cc12 | 2 | -4 | x | 7 | -8 | 3 | -1.0 | -3 | -10 | 5
O=C(NNC(=O)c1sccc1-n1cccc1)c1cccc(Cl)c1 | -1 | -3 | x | 2 | 17 | -5 | -0.8 | -15 | -2 | 2
COCP(=O)(c1ccccc1)c1ccccc1 | 2 | 0 | x | 0 | -13 | -1 | 1.1 | -3 | 4 | -4
O=C(c1ccccc1)N1CCN(S(=O)(=O)c2cccs2)CC1 | 0 | 0 | 1.1 | 8 | -10 | 3 | -0.4 | 10 | 22 | -22
O=c1c(-c2ccc(Br)cc2)[n+]([O-])c2ccccc2n1OCc1ccccc1 | 4 | -7 | 0.8 | 4 | 15 | 4 | -0.6 | 0 | 8 | -14
O=C(NCc1nc2ccccc2[nH]1)c1ccc(Cl)c(S(=O)(=O)N2CCCC2)c1 | 0 | 0 | x | -2 | -11 | -2 | -2.1 | 1 | -2 | 9
CC1=C(C(=O)Nc2ccccc2C(=O)N2CCCCC2)SCCO1 | 1 | -2 | 0.4 | -4 | 6 | 3 | -0.4 | 1 | -14 | -1
Cc1nc2cc(C(=O)O)ccc2n1-c1ccc(F)cc1F | -3 | 8 | x | -4 | 1 | -1 | -0.6 | -12 | -20 | -2
Cc1ccc(SCC(=O)NC2CCS(=O)(=O)C2)cc1C (configuration not stated) | x | 11 | 0.5 | -3 | -4 | 7 | i | -1 | x | 1
CC(/C=C/c1ccco1)=N/NC(=O)Cc1cccs1 | 6 | 3 | x | -4 | 1 | -4 | i | 3 | 19 | x
CC(C)C[C@H]1CN=C(Nc2ccccc2)N1CCCCc1ccccc1 | -4 | 14 | -1.2 | -2 | 2 | -5 | 1.2 | 0 | 20 | 1
CCC(CO)NC(=O)c1ccc(-c2nn(C)c(=O)c3ccccc23)cc1 (configuration not stated) | 1 | 8 | x | -7 | -4 | -1 | -0.7 | -8 | 29 | -8

Later entries.
SMILES	SARS 3CLpro inh	MazEF act	TcdB GH inh	Rv3671c inh	CCHF vOTU inh	PrPC surface inh	BH1578 lux ind	Yp Topo-I inh	DUSP3 inh	SSB-PriA inh
CN1OC[C@@H]2CN(Cc3cc(Cl)cc(Cl)c3)[C@H](c3cccc(-c4ccccc4)c3)C[C@@H]21	x	-1	1.7	x	7	-5	-0.5	12	x	-18
Cc1cc2c(NCC(C)O)ncnc2s1 (configuration not stated)	1	8	x	5	4	1	0.8	1	x	1
COc1ccc(C(=O)NC(=S)NC2CCCCC2)cc1	3	-6	2.1	-6	-4	15	-0.1	-1	0	20
Cc1ccc2nc(SCC(=O)Nc3cc(C)on3)[nH]c2c1	-10	-7	0.4	2	-9	8	-4.2	-2	6	-2
Cc1cc(C)nc(N2CCCC(C(=O)Nc3nnc(C(C)(C)C)s3)C2)n1 (configuration not stated)	-1	6	0.5	-1	13	-6	-0.3	5	17	-19
c1cnc2c(-c3cccc4nccn34)cccc2c1	x	x	0.9	x	9	-3	0.3	4	x	x
CN(CCOc1ccc(Cl)cc1)c1ccc(S(=O)(=O)N2CCCCC2)cn1	-3	0	x	-1	1	5	i	33	15	-1
O=c1oc(-c2ccc(Br)o2)nc2ccccc12	-2	-18	0.1	-8	3	4	i	3	-16	-21
CCOc1cc(CNCCO)cc(Br)c1OCc1ccc(Cl)cc1Cl	0	7	x	1	-5	-3	-0.2	0	-6	-6
COc1cc2ncnc(NCc3ccccc3Cl)c2cc1OC	3	5	2.1	-2	-4	11	-1.5	-18	41	-7
C=CCNc1ccc(N2C(=O)C3CCC(C)CC3C2=O)cc1[N+](=O)[O-] (configuration not stated)	3	x	-1.8	6	-3	-11	x	x	12	x
O=C(COc1ncnc2sccc12)N1CCN(C(=O)c2ccco2)CC1	6	-11	1.8	11	7	5	-1.1	9	26	-6
CC(C)c1ccc(NC(=O)COC(=O)/C=C/c2cccc(Br)c2)cc1	-4	-12	x	0	1	-1	-0.2	-9	9	-2
N#C/C(=C\c1ccc(O)c(O)c1)C(=O)c1ccc(O)c(O)c1	x	-51	0.0	2	6	3	-5.8	1	x	0
CC(=O)Nc1ccc(C(=O)N2CCCCC2c2cc(C(=O)Nc3ccccc3Cl)no2)cc1 (configuration not stated)	x	x	1.0	x	6	-2	i	19	x	x
Cc1ccc(C)c(NC(=O)c2ccc(S(=O)(=O)N(C)CC3CCCO3)cc2)c1 (configuration not stated)	-3	-4	1.1	-1	9	0	-1.3	20	-11	-8
Cc1ccc(C(NC(=O)N2CCCC2)C(Cl)Cl)cc1F (configuration not stated)	0	3	0.7	-13	-8	3	i	-3	22	-4
Cc1ccc(S(=O)(=O)N(C)c2ccc(C(=O)NCC(c3ccco3)N(C)C)cc2)cc1 (configuration not stated)	x	4	-0.7	2	2	6	i	7	x	-3
O=C1OC(/C(=C\Nc2ccccc2)[N+](=O)[O-])c2ccccc21 (configuration not stated)	0	-1	0.3	-14	9	-1	-0.5	2	5	-1
CC(C)NC(=O)c1onc(CSc2ccccc2F)c1C(=O)O	0	8	2.7	7	0	1	i	3	20	1
O=C(C[n+]1ccccc1)Nc1ccccc1	x	4	0.5	-6	0	-1	-0.9	2	x	-8
CC1CCN(c2ccc3c(c2)S(=O)(=O)c2cc(C(=O)O)ccc2C3=O)CC1	x	-21	-0.6	x	10	-24	-0.2	2	x	x
CCN(CC)CCNC(=O)CS(=O)Cc1nc(-c2ccc(Cl)cc2)oc1C (configuration not stated)	4	8	x	-8	-3	1	-0.3	4	45	-8
NC(=O)C1CCN(C(=S)c2ccc(-c3ccc(Br)cc3)o2)CC1	2	9	0.8	-5	-4	-6	-0.5	3	27	-1
CCCSc1nc2sc3c(c2c(=O)[nH]1)CC(C)(CC)OC3 (configuration not stated)	7	-1	0.3	-1	-6	3	-0.5	-1	36	-1
COc1ccc(/C=C/C(=O)Nc2cc(C(F)(F)F)ccc2Cl)cc1	5	-1	x	7	11	-2	3.0	-4	10	-18
Cc1cc(NC(=O)CSc2nc(CC(C)(C)C)nc3c2c(=O)n(C)c(=O)n3C)no1	2	3	0.7	3	8	-9	-0.2	3	15	3
CCNC(=O)NC(=O)COC(=O)CCCSc1nc2ccccc2[nH]1	1	0	x	3	6	0	0.2	-6	-18	1
CCOC(CCn1c(SCc2cccc([N+](=O)[O-])c2)nc2ccccc2c1=O)OCC	2	-8	1.1	-11	9	5	i	-6	-5	5

Screens: PubChem, several laboratories

The list is partial, so the mix of outcomes need not match the whole.
